# Compound activity (PubChem)
# p53 reactivator = restores transcriptional activity of mutant p53; H1299 p53-A138V BP100-luciferase reporter, luminescence, 24 h; Potency, µM (doses to about 92.2 µM), inactives show top-dose activity change, positive = activation, hits mostly activators; 320,000 tested, 0.063% active; also: % of control where 0% means no effect; nearly all actives have a fitted effect of over 45% in size
#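 p53-null H1299 cells stably carrying temperature-sensitive p53-A138V and a BP100-luciferase reporter were pinned with compounds (4-point, 1:5 series) and held 24 hrs at 37 deg C. Luminescence was read 10 min after detection reagent.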
# RORg inh = blocks mouse ROR gamma transcriptional activity; P51450; Drosophila S2 Gal4-RORgamma UAS-luciferase reporter, 20 h; Potency, µM (top dose mostly 53.6 µM), for inactives: at the highest dose activity change, negative = inhibition, hits mostly inhibitors; 310,000 tested, 5.4% active; AID 2551; also: % is scaled to controls: 0 for no effect and ±100 for the full control effect; nearly all actives have a fitted effect of over 60% in size
#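 Read-out: Photinus luciferase luminescence; inhibitors lower reporter signal. Insect Schneider cells with Gal4-ROR gamma fusion under metallothionein promoter, UAS reporter; 700 uM final copper sulfate induction, 20 hr, ambient temperature.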
# Gal4-VP16 FLuc = Gal4-VP16 reporter inhibition counter-screen; Drosophila S2 Gal4-VP16 UAS-luciferase, luminescence, 20 h; Potency, µM (highest dose often 53.6 µM), inactives show top-dose activity, negative = inhibition, actives largely listed as inhibitors; 310,000 tested, 3.5% active;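 also: Gal4-VP16 expression switched on by copper sulfate through the metallothionein promoter; % is scaled to controls: 0 for no effect and ±100 for the full control effect; nearly all actives have a fitted effect of over 50% in size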
# uPA generation = inhibitors of cell surface uPA generation. cell surface uPA generation assay, qHTS. Potency, µM (series often up to 38.3 µM), inactives show top-dose activity change, negative = inhibition, actives largely listed as inhibitors. 330,000 tested, 0.31% active. AID 540303; active = well fitted inhibition curve with a large enough effect; inconclusive = small, poorly fitted or top-dose-only effect; inactive = no such curve, though single readings can be large or run the other way; tested in mouse RAW 264.7 cells; also: % is scaled to controls: 0 for no effect and ±100 for the full control effect; nearly all actives have a fitted effect of over 55% in size
# NPC1 prom act = NPC1 promoter activation. Potency, µM (titrated, usually from 9.22 µM), without a hit: top-dose activation, actives largely listed as activators. Huh7 NPC1 promoter luciferase reporter, 24 h. 320,000 tested, 2.4% active;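 also: % of control where 0% means no effect; nearly all actives have a fitted effect of over 60% in size; reporter is driven by a mutant NPC1 promoter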
#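 Stable NPC1-promoter luciferase Huh7 line; cpd (DMSO) 24 h, 37 °C, 5% CO2; Amplite luciferase reagent 10 min RT; luminescence readout. qHTS format.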
# BRCA1 expr up = activators of BRCA1 expression; Potency, µM (top dose mostly 46.1 µM), without a hit: at the top dose activation, actives largely listed as activators; 380,000 tested, 1.1% active; MCF7-BRCA1-FFLuc reporter, luminescence, 48 h; response scale: scaled: vehicle 0%, 10 µM genistein 100%; AID 624202; also: nearly all actives have a fitted effect of over 80% in size; some results filed as inactive show a strong effect at the top dose
#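 First, MCF7-BRCA1-FFLuc cells (2000/well) attach for 2 h; next, compounds are pin-added and incubated 48 h at 37 °C; finally, luciferase reagent is added and luminescence read after 15 min.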
# Rab9 promoter act = activates the Rab9 promoter | Huh7 Rab9 promoter-luciferase reporter, luminescence, 24 h | Potency, µM (series often up to 9.22 µM), without a hit: at the highest dose activation, negative = inhibition, actives largely listed as activators | 320,000 tested, 2.8% active | AID 485297; also: % of control where 0% means no effect; nearly all actives have a fitted effect of over 60% in size
#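 Using Huh7 cells stably transfected with Rab9 promoter–luciferase, compounds were incubated 24 h at 37 °C, 5% CO2; luciferase luminescence was read 10 min after reagent addition.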
# FLuc modulator = counter-screen for miR-21 project: firefly luciferase inhibitors or activators; P08659; purified FLuc, Km substrates, luminescence inhibition; Potency, µM (top dose mostly 57.5 µM), inactives show top-dose activity change, negative = inhibition, usual class: inhibitors; 360,000 tested, 6.9% active;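 also: plate controls were vehicle for no effect and reference inhibitor for full effect; nearly all actives have a fitted effect of over 55% in size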
#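 Biochemical qHTS of compounds, final roughly 60 µM downward over six points, against 10 nM purified firefly luciferase using Km concentrations of substrates (10 uM D-luciferin, 10 uM ATP) in Tris acetate pH 7.5 buffer; luminescence output.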
# ELG1 genotoxic = genotoxicity induction in ELG1-luciferase HEK293T cells | HEK293T ELG1-luciferase reporter, luminescence, 16 h | Potency, µM (series often up to 46 µM), for the others: at the top dose activity change, positive = activation, hits mostly activators | 330,000 tested, 1.3% active | AID 504466; also: % of control where 0% means no effect; nearly all actives have a fitted effect of over 60% in size
#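 Cells (2,000/well) expressing the ELG1-luciferase fusion are dosed by pin tool and kept 16 hr at 37 °C, 5% CO2. Signal comes from ONE-Glo luciferase reagent after 30 min at room temperature.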
# MLL CXXC-DNA inh = blocks binding of human MLL CXXC domain to DNA. Q03164. MLL-CXXC / FITC-HOXA9 DNA fluorescence polarization. Potency, µM (titrated, usually from 115 µM), inactives show at the highest dose activity change, negative = inhibition, usual class: inhibitors. 290,000 tested, 0.037% active. AID 2662; active = well fitted inhibition curve with a large enough effect in the polarisation, with a control signal flat, not every such curve was filed as active; inconclusive = small, poorly fitted or top-dose-only effect, or effect the other way, or a change in a side signal; inactive = no such curve, though single readings can be large or run the other way; the % refers to the polarisation
# Target sequence (Q03164 whole entry, looked up, the tested form may be a part): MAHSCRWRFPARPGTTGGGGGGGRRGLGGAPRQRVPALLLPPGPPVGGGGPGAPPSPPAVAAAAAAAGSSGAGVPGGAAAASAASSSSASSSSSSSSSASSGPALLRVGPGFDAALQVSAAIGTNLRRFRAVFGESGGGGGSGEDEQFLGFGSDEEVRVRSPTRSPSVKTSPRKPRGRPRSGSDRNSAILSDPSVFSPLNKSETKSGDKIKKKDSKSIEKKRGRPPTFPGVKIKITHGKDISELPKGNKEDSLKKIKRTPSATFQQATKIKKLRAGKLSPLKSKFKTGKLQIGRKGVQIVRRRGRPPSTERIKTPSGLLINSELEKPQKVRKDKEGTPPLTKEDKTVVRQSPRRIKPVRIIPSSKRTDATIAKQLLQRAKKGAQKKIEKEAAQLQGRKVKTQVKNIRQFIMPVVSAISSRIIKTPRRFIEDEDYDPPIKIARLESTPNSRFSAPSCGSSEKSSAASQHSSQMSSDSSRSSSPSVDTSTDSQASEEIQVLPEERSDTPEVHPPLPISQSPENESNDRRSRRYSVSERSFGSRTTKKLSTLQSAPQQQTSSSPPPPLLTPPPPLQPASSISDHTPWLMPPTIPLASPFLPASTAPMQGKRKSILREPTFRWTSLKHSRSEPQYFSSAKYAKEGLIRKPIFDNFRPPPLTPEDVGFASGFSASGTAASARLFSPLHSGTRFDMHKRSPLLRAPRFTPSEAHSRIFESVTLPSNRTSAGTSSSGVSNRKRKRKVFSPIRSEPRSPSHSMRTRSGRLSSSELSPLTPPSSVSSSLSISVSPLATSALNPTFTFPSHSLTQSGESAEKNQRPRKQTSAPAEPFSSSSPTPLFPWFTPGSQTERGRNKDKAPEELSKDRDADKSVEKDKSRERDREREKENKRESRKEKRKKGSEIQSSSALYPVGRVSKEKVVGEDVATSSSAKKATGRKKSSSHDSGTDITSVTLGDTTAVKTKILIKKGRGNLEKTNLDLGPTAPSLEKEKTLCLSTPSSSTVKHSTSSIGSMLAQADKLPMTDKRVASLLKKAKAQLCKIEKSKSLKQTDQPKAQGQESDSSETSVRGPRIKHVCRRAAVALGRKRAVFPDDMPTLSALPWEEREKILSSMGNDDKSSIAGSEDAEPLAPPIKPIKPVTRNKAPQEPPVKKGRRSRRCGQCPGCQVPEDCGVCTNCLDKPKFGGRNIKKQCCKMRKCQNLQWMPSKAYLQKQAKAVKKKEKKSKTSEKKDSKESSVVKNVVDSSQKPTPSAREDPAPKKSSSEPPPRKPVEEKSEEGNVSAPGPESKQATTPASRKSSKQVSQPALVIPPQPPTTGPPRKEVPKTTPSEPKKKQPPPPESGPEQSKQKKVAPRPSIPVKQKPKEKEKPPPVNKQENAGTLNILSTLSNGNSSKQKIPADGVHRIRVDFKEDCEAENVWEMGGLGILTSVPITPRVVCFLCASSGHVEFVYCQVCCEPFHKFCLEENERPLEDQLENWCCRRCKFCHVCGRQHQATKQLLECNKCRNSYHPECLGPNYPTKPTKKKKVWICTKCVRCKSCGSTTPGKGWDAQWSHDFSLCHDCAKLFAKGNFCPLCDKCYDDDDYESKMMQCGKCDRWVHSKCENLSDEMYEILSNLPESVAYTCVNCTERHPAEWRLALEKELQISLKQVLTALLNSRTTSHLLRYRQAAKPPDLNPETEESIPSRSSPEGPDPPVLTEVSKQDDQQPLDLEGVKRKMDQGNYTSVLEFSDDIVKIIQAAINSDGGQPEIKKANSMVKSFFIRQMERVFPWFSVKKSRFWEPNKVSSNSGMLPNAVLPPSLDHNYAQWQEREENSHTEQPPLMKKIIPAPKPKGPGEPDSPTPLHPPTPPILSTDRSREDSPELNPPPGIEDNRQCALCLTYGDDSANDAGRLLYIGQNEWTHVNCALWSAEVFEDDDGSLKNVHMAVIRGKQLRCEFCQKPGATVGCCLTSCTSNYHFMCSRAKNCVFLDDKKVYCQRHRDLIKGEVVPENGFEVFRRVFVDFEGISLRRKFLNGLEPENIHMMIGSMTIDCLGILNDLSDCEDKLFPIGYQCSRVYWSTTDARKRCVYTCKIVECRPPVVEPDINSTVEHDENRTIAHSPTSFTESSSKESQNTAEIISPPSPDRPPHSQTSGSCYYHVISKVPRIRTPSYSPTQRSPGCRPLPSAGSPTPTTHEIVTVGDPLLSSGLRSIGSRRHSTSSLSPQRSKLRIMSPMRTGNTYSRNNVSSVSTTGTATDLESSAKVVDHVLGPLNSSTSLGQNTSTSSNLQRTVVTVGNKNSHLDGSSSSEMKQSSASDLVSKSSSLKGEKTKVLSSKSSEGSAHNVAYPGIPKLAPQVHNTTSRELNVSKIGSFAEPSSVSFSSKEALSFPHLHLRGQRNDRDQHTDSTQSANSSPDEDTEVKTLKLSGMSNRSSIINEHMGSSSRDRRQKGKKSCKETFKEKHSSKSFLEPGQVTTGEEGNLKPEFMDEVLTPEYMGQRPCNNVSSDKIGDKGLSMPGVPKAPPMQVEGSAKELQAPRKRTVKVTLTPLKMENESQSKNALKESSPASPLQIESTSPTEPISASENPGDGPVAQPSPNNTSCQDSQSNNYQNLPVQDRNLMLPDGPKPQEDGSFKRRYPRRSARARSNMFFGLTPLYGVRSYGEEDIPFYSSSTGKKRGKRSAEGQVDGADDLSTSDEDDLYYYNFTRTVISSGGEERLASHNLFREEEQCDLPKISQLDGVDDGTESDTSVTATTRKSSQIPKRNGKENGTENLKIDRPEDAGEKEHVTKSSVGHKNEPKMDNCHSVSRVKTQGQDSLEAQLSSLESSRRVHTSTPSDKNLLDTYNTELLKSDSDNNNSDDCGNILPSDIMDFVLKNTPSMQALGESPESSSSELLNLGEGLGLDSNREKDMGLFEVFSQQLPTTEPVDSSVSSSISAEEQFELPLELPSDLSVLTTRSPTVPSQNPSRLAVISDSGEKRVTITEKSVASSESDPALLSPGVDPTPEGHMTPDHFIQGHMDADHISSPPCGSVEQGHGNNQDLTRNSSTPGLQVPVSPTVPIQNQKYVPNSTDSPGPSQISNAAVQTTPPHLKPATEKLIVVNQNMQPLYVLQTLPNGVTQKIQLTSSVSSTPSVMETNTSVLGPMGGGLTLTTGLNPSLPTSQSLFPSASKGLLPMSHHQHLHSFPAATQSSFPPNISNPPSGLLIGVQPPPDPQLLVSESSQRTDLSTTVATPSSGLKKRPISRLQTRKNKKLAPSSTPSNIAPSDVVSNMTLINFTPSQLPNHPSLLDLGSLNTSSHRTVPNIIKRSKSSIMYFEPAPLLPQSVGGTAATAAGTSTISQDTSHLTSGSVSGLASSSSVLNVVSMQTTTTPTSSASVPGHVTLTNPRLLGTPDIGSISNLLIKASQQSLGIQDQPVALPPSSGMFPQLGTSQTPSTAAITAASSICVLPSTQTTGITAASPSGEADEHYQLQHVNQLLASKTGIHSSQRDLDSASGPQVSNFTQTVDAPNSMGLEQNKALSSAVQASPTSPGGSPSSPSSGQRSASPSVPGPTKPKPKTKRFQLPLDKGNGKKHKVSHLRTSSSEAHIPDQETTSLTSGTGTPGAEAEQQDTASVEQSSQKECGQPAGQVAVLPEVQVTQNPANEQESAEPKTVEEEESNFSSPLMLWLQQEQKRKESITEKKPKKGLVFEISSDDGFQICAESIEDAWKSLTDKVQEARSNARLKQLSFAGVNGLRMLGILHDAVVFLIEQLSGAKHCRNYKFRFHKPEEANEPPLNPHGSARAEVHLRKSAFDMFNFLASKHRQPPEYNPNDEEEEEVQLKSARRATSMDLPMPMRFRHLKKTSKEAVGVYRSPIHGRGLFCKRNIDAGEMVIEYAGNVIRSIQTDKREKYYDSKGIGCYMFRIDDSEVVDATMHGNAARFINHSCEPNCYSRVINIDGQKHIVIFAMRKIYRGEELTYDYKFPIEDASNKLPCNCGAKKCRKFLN
#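 Steps: dispense CXXC domain solution (7 uM) → pin compounds or unlabeled HOX-A9 DNA control → 5 min ambient → add FLSN-HOX-A9 solution (50 nM) → spin → 30 min ambient → fluorescence polarization. Tris pH 7.5/NaCl/DTT/BSA buffer.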
# MBNL1 CUG block = blocks human MBNL1 binding to CUG repeat RNA | 280,000 tested, 0.036% active | Potency, µM (series often up to 57.5 µM), inactives show at the top dose activity change, negative = inhibition, most hits filed as inhibitors | Q9NR56 | AID 2675 | TR-FRET MBNL1-His/biotin-(CUG)12 binding, 665/545 ratio; active = well fitted inhibition curve with a large enough effect in the signal ratio, with a control signal flat, not every such curve was filed as active; inconclusive = small, poorly fitted or top-dose-only effect, or effect the other way, or a change in a side signal; inactive = no such curve, though single readings can be large or run the other way; the % refers to the signal ratio; also: % is scaled to controls: 0 for no effect and ±100 for the full control effect
#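 MBNL1-His + Biotin-(CUG)12, cpd titration 92 nM–58 uM; Tb anti-His Ab 0.055 ng/ul, SA-XL665 5 nM (final); 60 min RT; ratiometric 665/545 nm, Ex 340 nm; normalized to buffer and full-complex controls.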
# Starred values were filed as active, the others as inactive; ? = inconclusive; . = not tested or not shown; & = joins results of further samples; [ ] = remark or other dose. Unless noted, calls follow the shape of the dose curve; as a rule, active = well fitted curve in the direction sought with a large enough effect; inconclusive = small, poorly fitted or top-dose-only effect, or another doubt; inactive = no such curve, though single readings can be large; an effect the other way counts as inactive or inconclusive. Potency is read from the fitted curve at half-maximal effect.
1	CCN(CC)CCCN(Cc1cc2cc3c(cc2[nH]c1=O)OCO3)C(=S)Nc1ccccc1OC
2	O=C(NC(=S)N1CCCCC1c1cccnc1)c1ccc(F)cc1 (stereo not given)
3	COc1ccc2oc(C(=O)OCC(=O)Nc3cc(S(=O)(=O)N4CCOCC4)ccc3C)c(C)c2c1
4	Cn1c(SCC(=O)Nc2ccccc2Br)nnc1-c1cnccn1
5	Cc1ccc(CN2CCCN(Cc3cc(C)ccc3C)S2(=O)=O)cc1
6	CCCCN(C)CCNC(=O)Cn1c(=O)sc2ccccc21
7	N#Cc1cc(Oc2ccc3ccccc3c2)c(-n2nnc3ccccc32)cc1C#N
8	CN1C(C(=O)NCc2ccc(OC(F)(F)F)cc2)CC2Cn3c(nc4cc(Cl)c(Cl)cc43)C21 (stereo not given)
assay / entry	1	2	3	4	5	6	7	8
p53 reactivator	-0.2%	4.3%	4.0%	11.3%	4.2%	-3.0%	-1.6%	4.9%
RORg inh	1.4%	0.891µM*	.	-11.5%	-0.7%	-21.0%	5.2%	?
Gal4-VP16 FLuc	-5.4%	2.51µM*	.	-2.5%	9.3%	-1.7%	-12.6%	-3.6%
uPA generation	-0.2%	-2.6%	0.9%	5.3%	8.8%	1.5%	.	-16.0%
NPC1 prom act	-2.1%	-1.4%	-0.2%	-3.9%	-0.8%	0.5%	-0.2%	-2.0%
BRCA1 expr up	-12.5%	2.1%	7.8%	-4.4%	-1.2%	8.6%	-38.9%	-0.6%
Rab9 promoter act	-5.1%	-0.5%	0.1%	-3.7%	-1.0%	-10.1%	0.9%	-7.9%
FLuc modulator	4.6%	-0.2%	?	1.6%	1.3%	1.1%	0.6%	-1.0%
ELG1 genotoxic	1.7%	-0.8%	?	-0.2%	-2.5%	0.0%	1.1%	-5.8%
MLL CXXC-DNA inh	2.4%	5.8%	.	4.8%	3.0%	-1.7%	24.7%	11.3%
MBNL1 CUG block	-2.1%	-3.4%	.	3.9%	-2.9%	4.0%	-4.1%	-5.9%

# Of the compounds above, these contain an aryl methoxy group.
1	CCN(CC)CCCN(Cc1cc2cc3c(cc2[nH]c1=O)OCO3)C(=S)Nc1ccccc1OC
3	COc1ccc2oc(C(=O)OCC(=O)Nc3cc(S(=O)(=O)N4CCOCC4)ccc3C)c(C)c2c1
assay / entry	1	3
p53 reactivator	-0.2%	4.0%
RORg inh	1.4%	.
Gal4-VP16 FLuc	-5.4%	.
uPA generation	-0.2%	0.9%
NPC1 prom act	-2.1%	-0.2%
BRCA1 expr up	-12.5%	7.8%
Rab9 promoter act	-5.1%	0.1%
FLuc modulator	4.6%	?
ELG1 genotoxic	1.7%	?
MLL CXXC-DNA inh	2.4%	.
MBNL1 CUG block	-2.1%	.

# Further results follow:
9	O=S(=O)(NCc1ccccc1)c1ccc(NC(=S)NCc2ccco2)cc1
10	Cc1cc(C(=O)N(C)CC(=O)Nc2ccc(Cl)c(C(F)(F)F)c2)no1
11	CCc1nnc(NC(=O)c2cccnc2)s1
12	CC(NC(=O)CC1Nc2ccccc2NC1=O)c1ccccc1 (stereo not given)
13	CCOP(=O)(Nc1ccc2oc(=O)c3ccccc3c2c1)OCC
14	Cc1cccc(-n2c(O)c(C=Nc3cccc(O)c3)c3ccccc3c2=O)n1
15	COC(=O)[C@@H](c1ccccc1)N(C)S(=O)(=O)c1cccc(S(=O)(=O)N(C)[C@@H](C(=O)OC)c2ccccc2)c1
16	Cc1nc2ccc(C(=O)Nc3ccc4nc[nH]c4c3)cc2[nH]1
assay / entry	9	10	11	12	13	14	15	16
p53 reactivator	.	-3.8%	7.4%	-9.2%	-7.1%	-5.8%	6.1%	.
RORg inh	?	.	-1.0%	-6.3%	3.8%	20.3%	-34.1%	-24.5%
Gal4-VP16 FLuc	-15.6%	.	?	17.8%	-3.4%	-13.9%	4.1%	2.3%
uPA generation	-7.4%	-0.9%	-2.0%	1.4%	-13.8%	-7.7%	6.7%	-5.1%
NPC1 prom act	-6.9%	1.4%	13.1%	0.4%	-4.8%	-1.1%	-14.4%	0.9%
BRCA1 expr up	-30.4%	-20.2%	26.4%	-2.0%	-29.5%	-15.9%	-31.0%	-7.7%
Rab9 promoter act	0.0%	-1.3%	-2.9%	-4.6%	-10.2%	1.4%	-16.2%	-3.6%
FLuc modulator	0.1%	7.3%	?	3.1%	-0.6%	-11.2%	1.0%	?
ELG1 genotoxic	-4.1%	2.3%	12.8%	7.8%	8.6%	-7.2%	-0.6%	-2.3%
MLL CXXC-DNA inh	13.5%	.	3.9%	4.6%	0.6%	3.7%	-9.7%	1.7%
MBNL1 CUG block	-1.2%	.	-15.1%	?	-2.3%	?	7.4%	-11.2%

17	Cc1ccc(F)cc1N=Cc1c(O)c2ccccc2oc1=O
18	CCSc1nnc2ccc(-c3ccco3)nn12
19	N#CCCN(Cc1cccnc1)C(=S)NC(=O)C1CC1
20	CSc1ccc(CCNS(=O)(=O)c2ccc3c(c2)C(C)(C)C(=O)N3C)cc1
21	CCOC(=O)Cc1nnc(NC(=O)C23CC4CC(CC(C4)C2)C3)s1
22	Cc1cc(C)n2cc(CSc3nc4ccccc4[nH]3)nc2n1
23	CCCCNC(=O)NNc1nc(Cl)cc(C)c1C#N
24	COCCNc1cc(NCCOC)c([N+](=O)[O-])cc1[N+](=O)[O-]
assay / entry	17	18	19	20	21	22	23	24
p53 reactivator	.	0.3%	1.2%	-0.8%	5.8%	?	-5.1%	3.2%
RORg inh	.	-5.9%	?	4.9%	-31.8%	44.8%	-26.2%	1.3%
Gal4-VP16 FLuc	.	-2.6%	-2.0%	-5.6%	-6.8%	25.7%	14.1µM*	-2.1%
uPA generation	17.8%	2.7%	.	1.4%	-3.8%	-2.1%	?	1.6%
NPC1 prom act	-4.7%	-2.1%	-3.0%	3.1%	8.4%	-2.3%	-7.1%	-1.7%
BRCA1 expr up	-16.5%	-2.8%	.	3.6%&-19.5%	0.6%	51.8%	-18.1%	-26.3%
Rab9 promoter act	1.8%	-13.2%	-5.7%	-2.1%	-1.2%	19.9%	-4.8%	-3.0%
FLuc modulator	?	4.9%	1.5%	5.2%&-8.8%	?	-19.3%	-3.5%	0.1%
ELG1 genotoxic	3.4%	3.6%	-0.3%	-1.2%	-1.0%	9.6%	-3.0%	1.0%
MLL CXXC-DNA inh	5.5%	2.3%	9.8%	-4.3%	-1.3%	-0.2%	-6.4%	-4.0%
MBNL1 CUG block	-6.5%	?	-0.7%	3.4%	-4.8%	1.1%	-11.5%	.

25	O=C(CSc1nnc(-c2ccncc2)n1-c1ccccc1)Nc1ccc(C(=O)O)cc1
26	O=C(CN1C2CCCC1CC(NC(=O)c1ccccc1)C2)Nc1nccs1 (stereo not given)
27	CCOC(=O)c1cc(C)sc1/N=C/C1C(=O)CC(C)(C)CC1=O
28	CCNC(=S)NNC(=O)c1ccncc1
29	CCOc1ccccc1OC(C)C(=O)Nc1ccc(S(=O)(=O)N2CCCC2)cc1 (stereo not given)
30	O=C(C1CC1)N1CCc2cc(S(=O)(=O)NCCC3=CCCCC3)ccc21
31	CCc1ccccc1NC(=O)CN(C)C(=O)CSc1nnc(Nc2cccc(C)c2C)s1
32	CCOc1ccc(Cl)cc1CSc1n[nH]c(C)n1
assay / entry	25	26	27	28	29	30	31	32
p53 reactivator	-5.0%	-12.0%	5.1%	2.9%	-21.4%	1.1%	-13.9%	-4.6%
RORg inh	3.3%	18.9%	17.9%	?	-17.0%	?	22.4%	7.1%
Gal4-VP16 FLuc	-3.6%	-0.8%	-4.2%	-9.5%	7.1%	0.0%	-10.0%	-13.6%[10 µM]
uPA generation	0.6%	2.0%	-0.2%	10.4%	-0.7%	-3.2%	32.6%[activator]	-2.0%
NPC1 prom act	-3.1%	0.5%	-3.9%	-4.4%	-4.1%	-2.2%	0.2%	-7.1%
BRCA1 expr up	12.1%	0.0%	-8.9%	-16.1%	-5.9%	-31.6%	0.7%	5.3%
Rab9 promoter act	-0.5%	-3.2%	-3.9%	3.3%	-5.4%	-3.9%	-2.3%	-6.7%
FLuc modulator	-11.2%	-1.6%	1.1%	1.5%	0.6%	-8.3%	-4.9%	7.1%
ELG1 genotoxic	-1.2%	0.0%	-0.7%	-0.4%	-3.4%	-4.9%	-7.2%	-2.2%
MLL CXXC-DNA inh	-6.6%	-0.2%	2.4%	-10.9%	-2.5%	-2.5%	0.1%	9.1%
MBNL1 CUG block	-7.4%	0.6%	-7.1%	-4.3%	-0.4%	-15.8%	-1.9%	2.2%

# This is a subset. The share of hits here may be higher or lower than overall.
